# Bioassay records: PubChem BioAssay, Sanford-Burnham Center for Chemical Genomics
# H9c2 TAG inh – inhibitors of triacylglycerol accumulation, primary screen, cell-based, uHTS, fluorescence, H9c2. H9c2 cells, Nile Red lipid (TAG) fluorescence; cells loaded with 200 µM oleic acid. inhibition, % at 12.5 µM. 0.66% of 230,000 active;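 active means pattern-corrected inhibition of lipid staining of at least 50% with the nuclear-stain viability signal not falling by more than 50%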;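 further: 0% = DMSO wells and 100% = triacsin C control wells; some results filed as inactive read as strong as hits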
# H9c2 TAG inh DAPI viability – also measured in H9c2 TAG inh; calls as there; DAPI nuclei signal change (viability), lower = more cytotoxic, %;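 whole-well DAPI fluorescence read on a plate reader as a viability signal; minus 50 percent equals half of cells still viable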
# * hit, by the source's call. An excerpt. The share of hits here may be higher or lower than overall.
SMILES,H9c2 TAG inh,H9c2 TAG inh DAPI viability
COc1ccc(OC)c(CN2CCN(C(=O)CN3C(=O)NC4(CCCC4)C3=O)CC2)c1,-5,2
CN(C)[C@@H](CO)c1nnc([C@H](CC(=O)O)NC(=O)C2CCNCC2)o1,-4,-8
CCOC(=O)C1(Cc2cccc(F)c2)CCN(C(=O)C2CCOCC2)CC1,0,0
COc1ccccc1CNC(=O)Cn1ccsc1=N,13,6
CC1CCCC(NC(=O)c2ccc3c(c2)OCCO3)C1C (stereo not given),-3,2
COc1ccccc1NC(=O)c1cccc(S(=O)(=O)N2CCN(c3ccccc3)CC2)c1,-18,-4
CCNc1nc(NCC)n2c(SCC(=O)Nc3ccc(C)c(C)c3)nnc2n1,0,2
O=C(NCCc1ccccc1)C1CCC(Cn2c(=O)c3ccccc3n(Cc3cccc(Cl)c3)c2=O)CC1 (stereo not given),11,1
O=C(Nc1ccnn1C1CCNCC1)c1ccc2c(c1)OCO2,0,-4
CCOC(=O)C1=C(COC(=O)Cc2ccccc2F)NC(=O)NC1C (stereo not given),-12,-7
O=C(O)COCC(=O)NCc1nc(-c2ccc(C(F)(F)F)cc2)no1,5,-2
Cc1ccc(NC(=O)COc2ccc(-n3cnnn3)cc2)cc1C,19,-1
CC(=O)Cn1c2ccccc2n2nc(CCC(=O)O)c(=O)nc12,-8,-5
Cc1nc2cc(NC(=O)NC3CC3)ccc2n1C,5,-8
C=CCOc1ccc(/C=C/C(=O)OCC(=O)NCCC2=CCCCC2)cc1,18,0
O=C(NC1CCCC1)C(c1cccs1)N(Cc1ccco1)C(=O)c1csnn1 (stereo not given),5,18
COc1cc(/C=N\NC(=O)CNC(=O)C(c2ccccc2)c2ccccc2)ccc1O,-2,-3
N=C1/C(=C\c2ccc(OC(=O)c3ccc(F)cc3)cc2)C(=O)N=C2SC(N3CCCC3)=NN12,5,-8
O=C(Nc1ccnc(-c2cccnc2)n1)c1cccs1,8,2
CCOC(=O)N1CCN(C(=O)c2ccc(C)c(S(=O)(=O)N3CCCCC3)c2)CC1,-8,1
C[C@H](NC(=O)C1CCN(S(=O)(=O)c2ccccc2)CC1)C(=O)NCc1cccnc1,14,-9
Cn1c(=O)oc2cc(S(=O)(=O)N3CCC(C(=O)NCC4COc5ccccc5O4)CC3)ccc21 (stereo not given),13,3
CC(=O)Nc1ccc(OCC(O)Cn2nc(C)c(Br)c2C)cc1 (stereo not given),10,-2
O=C(Nc1cc([N+](=O)[O-])ccc1Cl)c1ccc2c(c1)OCO2,7,9
CNC(=O)CN1C(=O)NC2(CCc3ccccc32)C1=O (stereo not given),-5,-5
Cc1ccc(NC(=O)COc2ccc3c(c2)CCC3)nc1,3,-4
CN(C)CCCOC(=O)c1ccccc1Cl,5,2
COCCCNC(=O)C[C@H]1C[C@H](C(=O)N(C(C)C)C(C)C)[C@@]2(C)c3[nH]c4ccc(Cl)cc4c3CCN2C1=O,15,-7
Cc1cc(C)n(CCC(=O)N/N=C/c2c(O)ccc3ccccc23)n1,-1,-20
Cc1ccc2[nH]c(O)c(N=NC(=O)c3ccc(NS(=O)(=O)c4cccs4)cc3)c2c1,-3,9

# A second format for some results above:
molecule | H9c2 TAG inh | H9c2 TAG inh DAPI viability
Cc1cc(C)n(CCC(=O)N/N=C/c2c(O)ccc3ccccc23)n1 | -1 | -20
Cc1ccc2[nH]c(O)c(N=NC(=O)c3ccc(NS(=O)(=O)c4cccs4)cc3)c2c1 | -3 | 9

# The list continues:
SMILES,H9c2 TAG inh,H9c2 TAG inh DAPI viability
O=C(C1CCC1)N1CCc2cc(S(=O)(=O)Nc3ccc4c(c3)OCCO4)ccc21,-30,7
Cc1ccc2nc(SCC(=O)Nc3ccc(C(N)=O)cc3)[nH]c2c1,5,12
COc1ccc(-c2noc(C3CCCN(C(=O)c4ccc(C)cc4)C3)n2)cc1 (stereo not given),10,3
O=C(O)CCc1ccc(-c2ccc(Cl)cc2)n1NC(=O)c1ccc(O)cc1,8,3
COc1cc(CO)ccc1OCC(=O)Nc1ccc(Br)cc1,-15,2
Cc1ccc(-n2c(SCc3ccc(C#N)cc3)nnc2-c2ccccn2)cc1,-2,-1
O=C(COC(=O)/C=C/c1ccc(C(F)(F)F)cc1)NC1CCS(=O)(=O)C1 (stereo not given),-4,-2
CCCN1CCc2c(sc(NC(=O)c3ccc(S(=O)(=O)N(C)c4ccccc4)cc3)c2C(=O)NC)C1,9,16
COc1ccc(NC(=O)N2CCCC(CCC(=O)N(C)CCc3ccccn3)C2)cc1 (stereo not given),-6,-8
CCOC(=O)C1CCN(C(=O)CN2C(=O)NC3(CCCCC3)C2=O)CC1,-13,-8
O=C(O)C1=C[C@H](c2ccc(Br)cc2)C[C@H](OCCCCO)O1,-2,3
Cc1sc2ncnc(N3CCC(C(=O)NNC(=O)COc4ccc(Cl)cc4)CC3)c2c1C,-19,-2
CCN(CC(=O)Nc1c(F)cccc1F)C(=O)C1CCN(S(=O)(=O)c2ccc(F)cc2)CC1,-18,2
CCN(C(=O)C(C)OC(=O)CCCNC(=O)c1ccc(Cl)cc1)c1ccccc1 (stereo not given),6,-1
CC[C@@H](C)[C@H](N)C(=O)NC[C@H]1O[C@@H](n2cnc3c(N)ncnc32)[C@H](O)[C@@H]1O,-2,11
COc1ccccc1N1CCN(S(=O)(=O)c2c[nH]c(=O)[nH]c2=O)CC1,-11,7
CC1CN(c2ncnc3c2oc2ccccc23)CC(C)O1 (stereo not given),7,-9
CCOC(=O)c1cnc2c(cnn2C)c1NCCCN(C)C,-9,-6
O=C(N/N=C/c1ccc(N2CCOCC2)cc1)c1ccc(O)cc1,-1,14
CN(C)S(=O)(=O)c1ccc(C(=O)NCC(=O)N/N=C/c2ccco2)cc1,2,2
Cc1cc(C(=O)Nc2ccc(N3CCCC3)c(Cl)c2)ccc1[N+](=O)[O-],10,0
CC(C)c1ccc(O)c(=O)cc1,30,-31
Cn1c(=O)n(C)c2cc(NS(=O)(=O)c3ccc(Br)s3)ccc21,10,-3
CC(C)Cn1cc(C(=O)N2CCC(C)CC2)c2c3ccccc3n(C)c2c1=O,-3,-2
COc1ccc(C(=O)N2CCCC2(C)C(=O)O)cc1C(F)(F)F (stereo not given),4,-13
C/C(=N\N=C(N)N)c1cccc(Cl)c1,-6,2
CCOC(=O)c1csc(NC(=O)c2ccc(N3C(=O)CCC3=O)cc2)n1,-18,1
O=C(Nc1ccc2[nH]ncc2c1)c1ccccc1Br,-11,4
O=C(O)/C=C/C(=O)NCCc1ccccc1,8,0
O=C(CCNS(=O)(=O)c1cccs1)N1CCc2ccccc2C1,-8,-4
COc1ccc(Cl)cc1NC(=O)c1nc2nc(C)cc(C(F)F)n2n1,15,5
Cc1cc(Cl)ccc1C(O)c1ncc(-c2ccccc2Cl)[nH]1 (stereo not given),-24,5
CCOC(=O)c1nn(-c2ccccc2)c(C)c1C(C)=O,-4,2
CC(CCc1ccccc1)NC(=O)c1ccco1 (stereo not given),-8,-2
Cc1cccc(OCC(=O)Nc2ccc3c(c2)nc(CCN2CCN(C)CC2)n3C)c1,13,14
Cc1c(NC(=O)c2cc3ccccc3o2)c(=O)n(-c2ccccc2)n1C,16,9
O=C1OC[C@@H]2CCCN2C(=O)[C@@H](CC(=O)N(CCO)Cc2ccccc2)C/C=C\C[C@@H]1Cc1ccc(F)cc1,16,1
COc1cc(-c2cc(C(=O)O)c3c(OC)c(OC)c(OC)cc3n2)ccc1O,3,-4
COC(=O)c1cccc(C23CC4(C2)[C@H](CN(Cc2ccc(C(F)(F)F)cc2)[C@@H]4c2ccccc2)C3c2ccc(Cl)nc2)c1 (stereo not given in full),-23,3
Cc1nn(Cc2ccccc2)c2c1C(c1ccccc1)C(C#N)=C(N)O2 (stereo not given),-2,-6
Cc1ccc(C(=O)O)cc1NC(=S)NC(=O)C(c1ccccc1)c1ccccc1,-1,-3
CN(Cc1c(C(=O)N(C)Cc2ccccc2)nc2ccccn12)CC1Cc2ccccc2O1 (stereo not given),-1,-7
C1=Cc2ccccc2Nc2ccccc21,-6,7
Fc1ccc(Oc2nc(-c3ccccc3)nnc2C(F)(F)F)cc1,-9,7
O=c1[nH]c(=S)[nH]c2sccc12,4,0
CCOc1ccc(S(=O)(=O)NCCC(=O)N2CCN(c3ccc(OC)cc3)CC2)cc1,-5,3
O=c1c2c(-c3ccccc3)ccnc2[nH]n1-c1ccccc1,0,2
Cc1ccc(S(=O)(=O)Nc2ccccc2F)cc1C(=O)NNC(=O)c1ccccc1O,19,-11
CSc1ccc(S(=O)(=O)Nc2ccc3c(c2)NC(=O)CC3)cc1,-15,-7
CC(NC(=O)CSc1nnc(COc2ccccc2)o1)c1ccccc1 (stereo not given),-3,4
COc1ccc(/C=C/c2ccncc2)cc1,15,17
O=C(OCC(=O)N1CCCC1)c1ccc(Cl)nc1,-5,0
CCC(=Nc1ccccc1O)C1=C(O)CC(c2ccccc2)CC1=O (stereo not given),4,-1
Cc1ccc(-c2cc(C(=O)NCC(c3ccccc3)N(C)C)c3ccccc3n2)o1 (stereo not given),-7,99
Nc1ccc(C(=O)Nc2ccc3cc(S(=O)(=O)O)ccc3c2)cc1,0,5
Cc1cc(C(=O)OCC(=O)N2CCOCC2)c(C)n1-c1ccccc1,13,-5
CC(C)NC(=O)CCCn1c(=S)[nH]c2cc3c(cc2c1=O)OCO3,-4,16
CC(C)CNC(=O)C1(C)CCCN1C(=O)Cc1cccc2ccccc12 (stereo not given),3,5
COc1ccc(C(=O)Nc2ccc(N3CCC(C)CC3)cc2)cc1Br,2,8
O=c1cc(N2CCCCC2)c(-c2ccccc2)nn1Cc1ccc(Cl)cc1,18,-17

# Ordered by molecular weight (ascending): 21 of the compounds above
SMILES,H9c2 TAG inh,H9c2 TAG inh DAPI viability
C/C(=N\N=C(N)N)c1cccc(Cl)c1,-6,2
O=C(O)/C=C/C(=O)NCCc1ccccc1,8,0
CNC(=O)CN1C(=O)NC2(CCc3ccccc32)C1=O (stereo not given),-5,-5
COc1ccccc1CNC(=O)Cn1ccsc1=N,13,6
O=C(Nc1ccnc(-c2cccnc2)n1)c1cccs1,8,2
CCOC(=O)c1cnc2c(cnn2C)c1NCCCN(C)C,-9,-6
Cc1ccc(NC(=O)COc2ccc(-n3cnnn3)cc2)cc1C,19,-1
CCC(=Nc1ccccc1O)C1=C(O)CC(c2ccccc2)CC1=O (stereo not given),4,-1
CC(C)CNC(=O)C1(C)CCCN1C(=O)Cc1cccc2ccccc12 (stereo not given),3,5
CN(C)[C@@H](CO)c1nnc([C@H](CC(=O)O)NC(=O)C2CCNCC2)o1,-4,-8
O=C(O)COCC(=O)NCc1nc(-c2ccc(C(F)(F)F)cc2)no1,5,-2
CCOC(=O)c1csc(NC(=O)c2ccc(N3C(=O)CCC3=O)cc2)n1,-18,1
CN(C)S(=O)(=O)c1ccc(C(=O)NCC(=O)N/N=C/c2ccco2)cc1,2,2
Cc1ccc(-n2c(SCc3ccc(C#N)cc3)nnc2-c2ccccn2)cc1,-2,-1
O=C(COC(=O)/C=C/c1ccc(C(F)(F)F)cc1)NC1CCS(=O)(=O)C1 (stereo not given),-4,-2
CCNc1nc(NCC)n2c(SCC(=O)Nc3ccc(C)c(C)c3)nnc2n1,0,2
CCOC(=O)N1CCN(C(=O)c2ccc(C)c(S(=O)(=O)N3CCCCC3)c2)CC1,-8,1
COc1ccc(OC)c(CN2CCN(C(=O)CN3C(=O)NC4(CCCC4)C3=O)CC2)c1,-5,2
Cc1ccc(S(=O)(=O)Nc2ccccc2F)cc1C(=O)NNC(=O)c1ccccc1O,19,-11
COc1ccccc1NC(=O)c1cccc(S(=O)(=O)N2CCN(c3ccccc3)CC2)c1,-18,-4
CCCN1CCc2c(sc(NC(=O)c3ccc(S(=O)(=O)N(C)c4ccccc4)cc3)c2C(=O)NC)C1,9,16

# More entries follow.
SMILES,H9c2 TAG inh,H9c2 TAG inh DAPI viability
CCOC(=O)C1CCN(C(=O)COc2ccc(S(=O)(=O)N3CCOCC3)cc2)CC1,10,-2
CN1C(=O)c2cccc3c(S(N)(=O)=O)ccc1c23,6,-3
Cc1nc(CS(=O)(=O)c2ccc(Cl)cc2)cc(Sc2ccccc2Cl)n1,-6,3
C#C[C@]1(O)CC[C@H]2[C@@H]3CCC4=C(CCC(=O)C4)[C@H]3CC[C@@]21C,-17,-2
CC(=O)Nc1ccc(S(=O)(=O)N2CCC(N(C)CCC(C)C)CC2)cc1,1,-16
O=C(/C=C\c1ccco1)c1ccc(NC(=O)c2ccco2)cc1,-13,-2
C[C@H]1CN([C@@H](C)CO)C(=O)c2cccc(NC(=O)C3CC3)c2O[C@H]1CN(C)CC1CCCCC1,-14,8
COc1ccc(NC(=O)c2cc(C3CCCCN3C(=O)C3CCCCC3)on2)c(C)c1 (stereo not given),8,-4
COc1ccccc1NC(=O)CCc1c(C)[nH]c(=O)c(C#N)c1C,0,7
CCn1c(SCC(=O)N2CCN(S(=O)(=O)c3ccccc3)CC2)nnc1-c1cccs1,1,-4
COc1ccc(CN(C)CC(=O)NCC(=O)Nc2c(C)cccc2C)cc1,-37,4
CC(C)n1ncc2c(C(=O)Nc3cccc(S(=O)(=O)N(C)C)c3)cc(C3CC3)nc21,7,5
Cc1cc(C)n(-c2ccc(S(=O)(=O)N3CCCC3)cc2[N+](=O)[O-])n1,9,-11
COc1ccc(OC)c(NC(=O)CC2SC(=N)N(c3ccccc3)C2=O)c1 (stereo not given),11,-12
Cn1c(=O)cc(OCCCC(=O)NCc2ccc(F)cc2Cl)c2ccccc21,18,-8
C/C(=N\NC(=O)c1nn(C)c(C)c1Br)c1ccc(NC(=O)C2CCCC2)cc1,0,8
O=C1CCCN2N=C(SCC(=O)N3N=C(c4ccc(Br)cc4)CC3c3ccc(F)cc3)SC2=N1 (stereo not given),-12,1
Nc1ccc2cc3[nH]c4cc(N)ccc4c3nc2c1,-132,-43
O=c1[nH]c2cc3c(cc2cc1CN(Cc1ccco1)C(=S)NCC1CCCO1)OCCO3 (stereo not given),-8,6
COc1cc(C(=O)N2CCN(Cc3ccc4c(c3)OCO4)CC2)c([N+](=O)[O-])cc1OC,-5,-5
CCC/C=C1/CCCOC(C(=O)NCc2ccccn2)(C(F)(F)F)C1 (stereo not given),-2,-3
